Screening results: PubChem BioAssay, National Center for Advancing Translational Sciences (NCATS)
KCNH2 WT inh: inhibitors of human wildtype KCNH2 potassium channel. hit rate 0.37% among 340,000. activity change, % at 1.84 µM. AID 720551. Q12809. U2OS, BacMam KCNH2, thallium flux FluxOr; hits give low values;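 active means maximum activity change below -70%; inconclusive means maximum activity change between -70% and -50%; inactive means maximum activity change above -50%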; further: on the % scale 0 is the no-effect control and ±100 the full control effect
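U2OS cells transduced with wild-type KCNH2 virus are loaded with FluxOr dye for 45 min, and thallium flux is measured in kinetic reads before and after stimulation buffer. Rate constants are normalized to DMSO controls.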
USP2a inh: blocks human ubiquitin-specific protease USP2a. USP2 core, Ub-CHOP2 coupled fluorogenic reporter, 485/531. Potency, µM (top dose mostly 38.3 µM), for inactives: at the highest dose activity change, negative = inhibition, hits mostly inhibitors. hit rate 0.01% among 330,000;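 further: potency means the concentration at half of the fitted maximal effect; plate controls were DMSO wells for no effect and full inhibition by NEM control for full effect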
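Cell-free coupled assay: 10nM USP2 core preincubated 30min RT with compound in Tris-HCl pH 8.0/CaCl2/CHAPS buffer, then 25nM Ub-CHOP2 and 25nM reporter substrate; fluorescence (Ex 485/Em 531) read after 60min RT, normalized to NEM inhibition, concentration-response curves fitted.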
ASM inhibitor: human S-ASM enzyme inhibition; Potency, µM (doses to about 57.5 µM), inactives show top-dose activity change, negative = inhibition, hits mostly inhibitors; placental ASM, HMU-PC fluorogenic substrate, 60 min; hit rate 0.006% among 340,000; AID 504937; P17405; further: potency means the concentration at half of the fitted maximal effect
Target sequence (P17405 47-631 limits assumed): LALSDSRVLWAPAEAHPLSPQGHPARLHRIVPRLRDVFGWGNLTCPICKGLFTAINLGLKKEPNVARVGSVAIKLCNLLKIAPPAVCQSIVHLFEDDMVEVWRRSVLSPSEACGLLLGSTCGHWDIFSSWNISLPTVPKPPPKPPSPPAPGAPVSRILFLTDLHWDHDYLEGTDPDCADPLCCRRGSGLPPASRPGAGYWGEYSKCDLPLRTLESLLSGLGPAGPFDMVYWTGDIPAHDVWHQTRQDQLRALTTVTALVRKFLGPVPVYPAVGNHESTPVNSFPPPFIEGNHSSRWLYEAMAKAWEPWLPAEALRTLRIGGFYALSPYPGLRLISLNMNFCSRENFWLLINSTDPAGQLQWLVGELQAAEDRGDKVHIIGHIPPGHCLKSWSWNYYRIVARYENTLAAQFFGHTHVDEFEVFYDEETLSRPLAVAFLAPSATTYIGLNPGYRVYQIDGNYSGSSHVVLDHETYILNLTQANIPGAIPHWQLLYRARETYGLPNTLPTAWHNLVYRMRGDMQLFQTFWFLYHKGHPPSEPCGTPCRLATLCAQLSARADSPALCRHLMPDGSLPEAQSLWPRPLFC
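Human placenta-derived ASM enzyme was preincubated with compound for 10 minutes at room temperature, then given fluorogenic substrate HMU-PC0 (9 uM final) for 60 minutes at 37 °C; a pH 10 stop preceded fluorescence reading at Ex 386/Em 447 nm.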
Eya2 inh: blocks the phosphatase activity of human Eya2 | recombinant Eya2, OMFP fluorescence dephosphorylation (OMFP is methylfluorescein phosphate) | O00167 | hit rate 0.006% among 330,000 | Potency, µM (highest dose often 76.9 µM), for inactives: at the highest dose activity, negative = inhibition, usual class: inhibitors; further: potency means the concentration at half of the fitted maximal effect; on the % scale 0 is the no-effect control and ±100 the full control effect
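Eya2 (0.2 uM) preincubated 10 min at ambient with compound, then OMFP substrate added at 50 uM; 10 min reaction in 50 mM HEPES pH 7.5, 50 mM NaCl, 5 uM MgCl2, 0.05% BSA, 1 mM DTT. Fluorescence read at Ex 485/Em 525 nm.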
Menin-MLL TR inh: menin-MLL binding inhibition, Texas Red mutant peptide | AID 1768 | hit rate 0.23% among 270,000 | Menin + Texas Red MLL mutant peptide, fluorescence polarization | Potency, µM (series often up to 61.6 µM), for the others: top-dose FP activity change, negative = inhibition, usual class: inhibitors | O00255; active means well fitted inhibition curve with a large enough effect in the polarisation, with a control signal flat, not every such curve was filed as active; inconclusive means small, poorly fitted or top-dose-only effect, or effect the other way, or a change in a side signal; inactive means no such curve, though single readings can be large or run the other way; the % refers to the polarisation; further: potency means the concentration at half of the fitted maximal effect; % of control where 0% means no effect; many of its hits are not listed in these tables
TSHR antag: antagonists of human thyroid stimulating hormone receptor; TSHR-expressing cells, TSH-stimulated cAMP HTRF, 2 h; hits give low values; activity change, negative = inhibition, % at 11.5 µM; hit rate 0.2% among 330,000;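 active means activity change below a set negative limit, meaning inhibition stronger than a set level, cut at about -70% in these data; inconclusive means activity change between two set negative limits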; further: on the % scale 0 is the no-effect control and ±100 the full control effect
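Antagonism was scored as loss of TSH-driven cAMP in TSHR cells, stimulated with 4nM TSH (EC80) for 2 hours at 37 deg C and detected by homogeneous HTRF competition immunoassay.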
Mito fusion yeast: blocks mitochondrial division or promotes mitochondrial fusion; hit rate 0.23% among 320,000; AID 485298; Potency, µM (highest dose often 46.1 µM), without a hit: at the highest dose growth rescue (activation), hits mostly activators; S. cerevisiae fusion-defective mutant growth rescue, CellTiterGlo 48 h;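 further: potency means the concentration at half of the fitted maximal effect; % of control where 0% means no effect; nearly all actives have a fitted effect of over 45% in size; temperature-sensitive fusion mutants such as fzo1-1 at 37 °C on non-fermentable ethanol glycerol medium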
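Yeast fusion mutant, YPEG (non-fermentable carbon), compound, 48 h at 37C non-permissive; CellTiterGlo added, 10 min RT, luminescence read. Rescued growth = division inhibition.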
GALK inh: inhibitors of human galactokinase | P51570 | Purified GALK, Kinase-Glo residual ATP luminescence | Potency, µM (top dose mostly 57.5 µM), without a hit: at the top dose activity change, negative = inhibition, actives largely listed as inhibitors | hit rate 0.007% among 270,000 | AID 1868; further: potency means the concentration at half of the fitted maximal effect; on the % scale 0 is the no-effect control and ±100 the full control effect
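Quantitative HTS: GALK 5 nM, ATP 35 uM, galactose 100 uM, 1 h room temperature, then luciferase-based ATP detection.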
BCR signal inh: blocks chronic active B-cell receptor signaling; ABC-DLBCL IkBa-CBG/CBR reporter, luminescence ratio, 4 h; Potency, µM (doses to about 46.1 µM), for the others: at the top dose ratio change, negative = lower green/red ratio, hits mostly inhibitors; hit rate 0.05% among 340,000; AID 493014; active means well fitted inhibition curve with a large enough effect in the signal ratio, with a control signal flat, not every such curve was filed as active; inconclusive means small, poorly fitted or top-dose-only effect, or effect the other way, or a change in a side signal; the % refers to the signal ratio;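 further: potency means the concentration at half of the fitted maximal effect; plate controls were basal doxycycline-induced cells for no effect and cells given 10 µM MG132 for full effect; MG132 reads +100%, hits lower the ratio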
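TMD8 human ABC-DLBCL cells with doxycycline-inducible IκBα–green luciferase fusion and unfused red luciferase, in 0.5% FBS medium; compounds up to 46 uM, 4 h at 37C. Green/red luminescence ratio, filter-overlap corrected, fitted to concentration-response curves.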
MBNL1-CUG inh: MBNL1-poly(CUG) RNA binding inhibition | Q9NR56 | TR-FRET MBNL1-His/biotin-(CUG)12 binding, 665/545 ratio | Potency, µM (doses to about 57.5 µM), for the others: at the top dose activity change, negative = inhibition, most hits filed as inhibitors | hit rate 0.036% among 280,000 | AID 2675; active means well fitted inhibition curve with a large enough effect in the signal ratio, with a control signal flat, not every such curve was filed as active; inconclusive means small, poorly fitted or top-dose-only effect, or effect the other way, or a change in a side signal; inactive means no such curve, though single readings can be large or run the other way; the % refers to the signal ratio; further: potency means the concentration at half of the fitted maximal effect; on the % scale 0 is the no-effect control and ±100 the full control effect
Target sequence (Q9NR56 whole entry, looked up): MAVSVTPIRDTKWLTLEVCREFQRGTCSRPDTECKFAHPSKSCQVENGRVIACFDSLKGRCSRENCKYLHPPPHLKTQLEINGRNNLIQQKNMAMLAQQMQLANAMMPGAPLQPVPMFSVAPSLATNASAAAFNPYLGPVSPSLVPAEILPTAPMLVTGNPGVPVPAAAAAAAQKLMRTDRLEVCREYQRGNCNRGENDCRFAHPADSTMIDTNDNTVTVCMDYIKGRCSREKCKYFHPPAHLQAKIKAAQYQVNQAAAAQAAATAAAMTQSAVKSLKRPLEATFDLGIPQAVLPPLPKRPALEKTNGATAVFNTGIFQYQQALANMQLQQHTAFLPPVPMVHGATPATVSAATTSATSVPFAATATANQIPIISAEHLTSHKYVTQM
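MBNL1-His + Biotin-(CUG)12, cpd titration 92 nM–58 uM; Tb anti-His Ab 0.055 ng/ul, SA-XL665 5 nM (final); 60 min RT; ratiometric 665/545 nm, Ex 340 nm; normalized to buffer and full-complex controls.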
PKM2 act: increases activity of human pyruvate kinase M2. purified PKM2, Kinase-Glo ATP luminescence, activation; response scale: 0% is enzyme alone, no compound. P14618. hit rate 0.34% among 260,000. Potency, µM (highest dose often 57.5 µM), for inactives: at the top dose activation, actives largely listed as activators; further: potency means the concentration at half of the fitted maximal effect; on the % scale 0 is the no-effect control and ±100 the full control effect; nearly all actives have a fitted effect of over 55% in size
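Purified hPK-M2 (>95%) run at intermediate activity with 0.1 mM ADP and 0.5 mM PEP in 50 mM imidazole pH 7.2, KCl, MgCl2; 1 h room temperature. ATP formed read by Kinase-Glo luminescence; normalized to uninhibited and no-enzyme controls.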
Numbers without * were called inactive; ? = inconclusive; / = not tested or not shown; [ ] = remark or other dose. Unless noted, the call rests on the fitted dose curve; in most records, active means well fitted curve in the direction sought with a large enough effect; inconclusive means small, poorly fitted or top-dose-only effect, or another doubt; inactive means no such curve, though single readings can be large; an effect the other way counts as inactive or inconclusive. Not all compounds are listed; count on the stated rates, not on these rows.

SMILES	KCNH2 WT inh	USP2a inh	ASM inhibitor	Eya2 inh	Menin-MLL TR inh	TSHR antag	Mito fusion yeast	GALK inh	BCR signal inh	MBNL1-CUG inh	PKM2 act
O=C(O)C#Cc1cccc2ccccc12	-5.2	1.5%	3.3%	-21.2%	/	8.5	-2.3%	-3.7%	11.5%	15.9%	0.8%
COCCNC(=O)c1onc(CSc2cc(C)cc(C)c2)c1C(=O)NCCOC	8.6	0.0%	-4.3%	-4.4%	/	-6.0	7.4%	-0.6%	-10.2%	2.8%	-6.8%
O=C(Nc1ncc2c(n1)CC(c1cccc(Cl)c1)CC2=O)c1ccco1 (stereo unspecified)	-6.6	-0.3%	-1.1%	-5.3%	/	2.8	-1.2%	-2.7%	-9.6%	14.1%	-14.2%
CC(C)(C)C(=O)COC(=O)c1ccccc1O	1.3	1.0%	2.8%	-10.7%	0.6%	2.6	-1.8%	-4.8%	?	-0.4%	-0.6%
CC(=O)Nc1ccc(NC(=O)C(C)n2c3ccccc3c3nc(=O)cc(C)n32)cc1 (stereo unspecified)	0.8	1.3%	-0.5%	3.0%	-1.1%	-3.0	-7.2%	2.8%	-27.7%	-4.2%	1.3%
O=C(COC(=O)c1ccc(Cl)c(S(=O)(=O)N2CCc3ccccc3C2)c1)Nc1ncc(Cl)cc1Cl	5.2	3.6%	2.5%	2.2%	-17.0%	-6.7	4.2%	-2.6%	6.3%	/	1.7%
COc1ccc(CN2C(=O)CNC2=S)cc1	12.5	5.6%	4.4%	9.9%	20.3%	2.8	6.0%	-5.0%	?	0.4%	/
Cn1c(=O)n(C)c2cc([N+](=O)[O-])c(N3CCN(C(=O)c4ccccc4Cl)CC3)cc21	-0.7	0.2%	-1.6%	5.9%	35.2%[activator]	-36.0	3.2%	5.7%	-13.6%	?	-0.5%
COc1ccc(CCNC(=O)CN(c2cc([N+](=O)[O-])ccc2OC)S(C)(=O)=O)cc1	-5.1	2.0%	4.6%	-0.8%	-0.5%	5.4	-1.2%	4.3%	0.1%	?	1.2%
COc1ccc(C(=O)C2CCCN(C(=O)c3cccc(N(C)C)c3)C2)cc1OC (stereo unspecified)	19.3	-2.8%	-1.2%	-11.2%	/	-1.8	15.2%	-3.5%	3.7%	-2.7%	/
CCOC(=O)C1=C(C)NC(SCC(=O)Nc2nc(C)cs2)=C(C#N)C1c1cccs1 (stereo unspecified)	/	?	/	-2.2%	16.6%	-28.2	15.0%	4.2%	?	?	-4.5%
O=C(NCN1C(=O)C2C3C=CC(C3)C2C1=O)Nc1nccs1 (stereo unspecified)	-5.4	2.0%	0.9%	8.0%	13.4%	-1.4	-6.0%	-3.0%	3.1%	5.1%	9.5%
COc1ccc(COC(=O)Oc2ccc(CNC(C)=O)cc2OC)c([N+](=O)[O-])c1	-5.5	-1.5%	5.9%	3.5%	/	-9.8	-8.7%	/	?	/	/
COc1cc2nc(N(CCCN(C)C)C(=O)c3ccc(S(=O)(=O)N4CCc5ccccc5C4)cc3)sc2cc1OC	-2.4	-0.6%	-3.3%	9.4%	/	-7.1	-4.0%	/	0.7%	/	/
CCCCNC(=O)c1cc2nc3c(c(C(F)(F)F)n2n1)CCc1ccccc1-3	1.8	0.5%	13.7%	9.6%	-28.7%	-14.2	0.2%	-2.0%	7.2%	0.9%	1.0%
O=C(c1csc2ccccc12)N1CCN(c2ccccn2)CC1	11.0	-2.9%	-1.6%	-10.0%	-14.1%	1.0	2.6%	-0.7%	7.8%	-0.2%	-3.6%
COc1cc(/C=N/NC(=O)c2cc(-c3ccccc3)nc3ccccc23)ccc1O	-3.7	?	-21.9%	-4.3%	?	11.2	-26.9%	/	?	?	/
CC(C)(C)Nc1nc(OCC#N)nc(N2CCCCC2)n1	/	-7.0%	5.8%	-17.7%	-18.4%	-17.5	27.6%	4.2%	?	0.7%	18.3%
CC(C)CC(NC(=O)C1CCC(C)CC1)C(=O)NCc1cccnc1 (stereo unspecified)	7.7	-0.1%	1.5%	8.4%	11.2%	18.2	-3.5%	3.9%	11.5%	-3.9%	-2.3%
CC(C)(C)NC(=O)NCc1ccco1	4.9	1.5%	4.7%	0.9%	/	4.7	-4.8%	-0.3%	-0.1%	/	1.0%
COc1cccc(-c2nc(N3CCCCC3C)c3ccccc3n2)c1O (stereo unspecified)	0.3	1.5%	?	-3.7%	-1.4%	39.7	12.6µM*	2.9%	6.4%	11.4%	1.0%
Cn1nnc(NC(=O)C(c2ccccc2)c2ccccc2)n1	3.5	-0.9%	-0.9%	10.9%	-0.8%	10.8	-3.8%	3.4%	-3.4%	-17.7%	-9.2%
Cc1occc1-c1nnc(SCC(=O)Nc2ccc(F)cc2)n1Cc1ccccc1	-44.1	1.8%	-4.4%	-0.6%	-8.5%	10.7	10.6%	-2.4%	?	-4.0%	-1.3%
O=c1[nH]cnc(O)c1C(c1ccc(F)cc1)c1c(O)nc[nH]c1=O	-4.5	-0.8%	-1.8%	14.0%	5.7%	7.6	-1.5%	-0.7%	3.1%	-1.4%	3.6%[11.5 µM]
COc1ccc(CCNC(=O)c2cc(S(=O)(=O)N3CCOCC3)ccc2F)cc1	34.1	-0.5%	-2.2%	21.1%	/	-6.6	6.4%	/	1.5%	/	/

Following part
SMILES	KCNH2 WT inh	USP2a inh	ASM inhibitor	Eya2 inh	Menin-MLL TR inh	TSHR antag	Mito fusion yeast	GALK inh	BCR signal inh	MBNL1-CUG inh	PKM2 act
CCN(c1ccccc1)S(=O)(=O)c1cc(NC(=O)C2CC2)ccc1Cl	0.1	8.0%	-2.1%	-12.5%	/	/	/	/	1.8%	/	/
C=CCn1c(O)c(C2=c3ccccc3=NC2=O)sc1=Nc1ccc(O)cc1	-7.3	-6.4%	?	2.5%	/	1.3	-104.2%[inhibitor]	-1.4%	?	5.0%	2.6%
N#CC1=C(N)N(c2ccccc2)C(=O)C1	3.4	2.7%	0.4%	11.5%	/	10.0	-2.2%	-2.4%	?	-2.9%	-8.4%
O=C1CCC(C(=O)N2CCC(O)(c3ccccc3)CC2)CN1CCc1ccccc1 (stereo unspecified)	-1.5	0.2%	2.8%	1.1%	/	0.9	1.9%	-4.7%	-1.0%	-3.2%	-6.0%
Cc1c(Br)c([N+](=O)[O-])nn1CC(=O)N1CCN(Cc2ccccc2)CC1	6.6	-4.2%	6.8%	-23.8%	1.0%	-11.5	-14.0%	-1.4%	?	13.4%	7.6%
Cc1[nH]c2ccccc2c1C(=O)COC(=O)C1CCC1	11.3	-2.0%	-1.2%	2.2%	11.6%	-6.0	4.2%	1.1%	3.7%	0.9%	1.5%
COc1ccc(C(=O)NC2CC3CCCC(C2)N3Cc2ccccc2)cc1 (stereo unspecified)	33.6	1.0%	4.0%	-2.9%	-9.4%	37.4	0.9%	-6.5%	-0.6%	1.9%	-4.2%[11.5 µM]
Cc1nn(Cc2ccccc2)c(N)c1-c1ccccc1	-9.6	6.2%	1.7%	2.4%	-0.8%	6.8	0.7%	8.9%	0.9%	6.4%	-0.8%

An excerpt from above in order of their number in Eya2 inh, low to high:
| Molecule | Eya2 inh |
| --- | --- |
| COc1ccc(C(=O)NC2CC3CCCC(C2)N3Cc2ccccc2)cc1 (stereo unspecified) | -2.9% |
| Cc1nn(Cc2ccccc2)c(N)c1-c1ccccc1 | 2.4% |
| C=CCn1c(O)c(C2=c3ccccc3=NC2=O)sc1=Nc1ccc(O)cc1 | 2.5% |
